Abeta rescue – qHTS for compounds that reverse cellular toxicity of Amyloid beta (A-beta) peptide in yeast: Primary Screen; Potency, µM (doses to about 46.1 µM), without a hit: at the top dose growth rescue, usual class: activators; 0.063% of 410,000 active; yeast expressing A-beta42, growth rescue, OD600, 48 h; response scale: 0% DMSO, 100% iron-clioquinol control; further: potency means the concentration at half of the fitted maximal effect; nearly all actives have a fitted effect of over 55% in size
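Growth rescue measured by 600 nm absorbance after 48 h yeast culture at 30 C with compound. Values normalized between DMSO and an equimolar ferric chloride plus clioquinol control.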
TDP43 rescue – qHTS of TDP-43 Inhibitors. 1.8% of 410,000 active. Potency, µM (series often up to 46.1 µM), without a hit: top-dose growth rescue (activation), actives largely listed as activators. TDP-43 expressing yeast growth rescue, BacTiter-Glo, 24 h; further: potency means the concentration at half of the fitted maximal effect; % of control where 0% means no effect; nearly all actives have a fitted effect of over 50% in size
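In this qHTS, compounds that restore growth of yeast expressing TDP-43 appear as activators. Cells (OD600=0.02, galactose medium, raffinose-pregrown) are incubated with compound 24 hr at 30 deg C and growth is quantified by BacTiter-Glo.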
FUS yeast rescue – qHTS for Suppressors of FUS Proteinopathy: Primary screen using FUS-linked yeast assay; S. cerevisiae FUS-expressing, growth rescue, OD600, 24 h; Potency, µM (doses to about 76.6 µM), for the others: top-dose growth rescue (activation), actives largely listed as activators; 0.24% of 390,000 active;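 further: potency means the concentration at half of the fitted maximal effect; plate controls were DMSO vehicle for no effect and reference control for full effect; nearly all actives have a fitted effect of over 55% in size; some results filed as inactive show a strong effect at the top dose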
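Read-out: OD at 600 nm after 24hr at 30C, reporting rescue of FUS-induced yeast toxicity. Cells at OD 0.005 in galactose (2%) minimal medium; compounds tested in a dilution series; CP55940 titration from 92uM final as control.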
EPAC2 antagonist – qHTS for Antagonist of cAMP-regulated guanine nucleotide exchange factor 2 (EPAC2): primary screen; AID 720708, 2013; EPAC2 GEF exchange of Rap1B-BODIPY-GDP, fluorescence; 0.18% of 360,000 active; Rap guanine nucleotide exchange factor 4 (Homo sapiens), Q8WZA2; Potency, µM (highest dose often 114 µM), for the others: top-dose activity, negative = inhibition, actives largely listed as inhibitors; further: potency means the concentration at half of the fitted maximal effect; on the % scale 0 is the no-effect control and ±100 the full control effect; nearly all actives have a fitted effect of over 45% in size; many of its hits are not listed in these tables
Target sequence (Q8WZA2 whole entry, looked up): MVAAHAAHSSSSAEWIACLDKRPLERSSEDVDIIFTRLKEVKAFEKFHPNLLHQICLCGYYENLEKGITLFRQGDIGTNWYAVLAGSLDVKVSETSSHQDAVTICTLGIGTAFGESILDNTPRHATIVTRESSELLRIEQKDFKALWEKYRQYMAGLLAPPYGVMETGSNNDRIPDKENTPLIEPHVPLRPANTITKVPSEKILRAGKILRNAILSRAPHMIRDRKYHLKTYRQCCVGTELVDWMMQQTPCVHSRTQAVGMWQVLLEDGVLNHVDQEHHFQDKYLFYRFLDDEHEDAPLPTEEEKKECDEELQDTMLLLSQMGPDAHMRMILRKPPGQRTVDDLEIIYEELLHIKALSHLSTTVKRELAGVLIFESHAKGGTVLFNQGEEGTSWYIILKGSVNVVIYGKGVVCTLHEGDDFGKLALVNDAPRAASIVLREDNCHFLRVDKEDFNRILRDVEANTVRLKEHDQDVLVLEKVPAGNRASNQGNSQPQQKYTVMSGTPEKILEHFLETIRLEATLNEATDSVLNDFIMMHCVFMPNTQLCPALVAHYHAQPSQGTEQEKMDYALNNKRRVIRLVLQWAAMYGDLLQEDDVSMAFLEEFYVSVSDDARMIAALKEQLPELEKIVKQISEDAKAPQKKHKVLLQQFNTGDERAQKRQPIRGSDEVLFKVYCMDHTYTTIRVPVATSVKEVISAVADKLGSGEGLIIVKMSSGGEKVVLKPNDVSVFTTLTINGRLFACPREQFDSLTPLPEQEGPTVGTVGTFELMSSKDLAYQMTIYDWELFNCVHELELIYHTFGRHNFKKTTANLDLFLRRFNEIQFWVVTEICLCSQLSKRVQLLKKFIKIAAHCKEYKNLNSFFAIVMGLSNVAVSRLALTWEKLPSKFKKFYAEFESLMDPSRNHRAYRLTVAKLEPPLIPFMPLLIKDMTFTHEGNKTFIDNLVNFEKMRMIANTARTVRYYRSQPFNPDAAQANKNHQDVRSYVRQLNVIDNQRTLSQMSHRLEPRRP
EPAC2 agonist – qHTS for Agonist of cAMP-regulated guanine nucleotide exchange factor 4 (EPAC2): primary screen. EPAC2 activation, biochemical qHTS; response scale: 100% = 6.5 mM cAMP response. Rap guanine nucleotide exchange factor 4 (Homo sapiens), Q8WZA2. 0.079% of 360,000 active. Potency, µM (titrated, usually from 154 µM), inactives show at the top dose activation, actives largely listed as activators; further: potency means the concentration at half of the fitted maximal effect; nearly all actives have a fitted effect of over 50% in size
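Readout is BODIPY fluorescence (480 nm excitation, 540 nm emission), which falls as labeled GDP is exchanged off Rap1B. EPAC2 at 100 nM acted on 250 nM RAP1B-BODIPY-GDP with 50 uM GDP present.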
aSyn rescue – qHTS of alpha-syn Inhibitors. Yeast expressing alpha-synuclein, growth rescue, BacTiter-Glo, 24 h. 0.14% of 370,000 active. Potency, µM (doses to about 46.1 µM), inactives show top-dose growth rescue (activation), most hits filed as activators; further: potency means the concentration at half of the fitted maximal effect; % of control where 0% means no effect; nearly all actives have a fitted effect of over 65% in size
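Rescue of yeast growth: cells expressing toxic alpha-synuclein, induced in galactose at OD600 0.02, incubated with compound 24 h at 30 C. ATP luminescence quantified growth; inhibitors of toxicity appear as activators.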
DRD3 antagonist – qHTS of D3 Dopamine Receptor Antagonist: qHTS; D(3) dopamine receptor (Homo sapiens), P35462; D3R cells, DiscoveRx beta-arrestin luminescence, antagonist mode; hits give low values; max response, negative = inhibition, %; 2.5% of 360,000 active; in the data active means max response below about -50%; inconclusive means no clear call, values can overlap the other calls; further: on the % scale 0 is the no-effect control and ±100 the full control effect; mostly tested at two doses, the higher about 12 µM
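Cells plated overnight at 1500 cells/well, then exposed to library compounds with dopamine controls for 90 minutes at 37 degrees C. DiscoveRx reagent added for 30–60 minutes at room temperature; luminescence read, quantitative HTS format.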
D3 ag – qHTS of D3 Dopamine Receptor Agonist: qHTS; D(3) dopamine receptor (Homo sapiens), P35462; D3R DiscoveRx beta-arrestin cells, luminescence, 90 min; max activation, %; 0.58% of 410,000 active; AID 652048, 2013; in the data active means max activation above about 30%; further: 0% is about no effect; mostly tested at two doses, the higher about 12 µM
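Cells at 1500/well, incubated overnight, then treated with pinned compounds (dopamine as control) for 90 min at 37 degrees C. DiscoveRx reagent added for 30 - 60 minutes at room temperature; luminescence read.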
* = called active by the depositor; ? = inconclusive; · = not tested or not shown; [ ] = dose if it differs, or a comment. Unless noted, the call rests on the fitted dose curve; in most records, active means well fitted curve in the direction sought with a large enough effect; inconclusive means small, poorly fitted or top-dose-only effect, or another doubt; inactive means no such curve, though single readings can be large; an effect the other way counts as inactive or inconclusive.

SMILES	Abeta rescue	TDP43 rescue	FUS yeast rescue	EPAC2 antagonist	EPAC2 agonist	aSyn rescue	DRD3 antagonist	D3 ag
CCCCn1c(N)c(N(CC)C(=O)c2ccc3c(c2)S(=O)(=O)c2ccccc2C3=O)c(=O)[nH]c1=O	18%	10%	7%	-3%	2%	1%	13	1
O=C(NCCC(=O)N1CCCC(C(F)(F)F)C1)c1ccccc1Cl (stereo not given)	-8%	20%	-1%	10%	3%	1%	12	5
Cc1ccc(S(=O)(=O)Nc2ccc3c(c2)ncn3C(C)(C)C)cc1	7%	-12%	1%	6%	-7%	-1%	15	0
COC(=O)CSc1nc(N)c(C#N)c(-c2ccc(O)cc2)c1C#N	17%	3%	-27%	-7%	0%	-1%	-1	1
Cn1cc(C(=O)c2ccc(Cl)cc2Cl)cc1C(=O)N/N=C(\N)COc1ccc(Cl)cc1	28%	14%	?	3%	-5%	6%	-12	-1
CC(C)(C)CC(=O)NC(=S)NCc1ccco1	11%	20%	13%	-7%	-4%	3%	-8	-5
COc1cc(N2CCCC2)c(OC)cc1C=O	-27%	16%	9%	-1%	7%	1%	-9	-2
COc1ccc(CNS(=O)(=O)c2ccc(NC(=O)N3CCCCC3)cc2)cc1	3%	18%	4%	-4%	7%	-7%	3	1
O=C(CC[C@H]1O[C@@H](n2ccc(=O)[nH]c2=O)[C@H](O)[C@@H]1O)N[C@H](Cc1ccccc1)C(=O)NCc1ccc2c(c1)OCO2	-24%	-13%	27%	11%	4%	-4%	-1	-12
COc1nc(C)cc(C)c1S(=O)(=O)c1ccccc1C	11%	?	2%	13µM*	0%	1%	2	17
Cc1ccc2cccc(NC(=O)c3ccc(-c4cc(Cl)ccc4Cl)o3)c2n1	-7%	6%	-11%	·	·	9%	·	-6
CCCc1nc2oc3c(=O)[nH]cnc3c2c2c1CCCC2	0%	0%	·	-1%	15%	-7%	-6	-14
CN1CCN(C(=O)c2ccccc2-c2ccccc2C(=O)O)CC1	-1%	-17%	0%	-3%	14%	7%	-8	-1
CSc1ccc(Cl)c(C(=O)N2CCN(CC(=O)N3CCCC3)CC2)c1	3%	13%	·	9%	-12%	1%	-6	1
Cc1ccc(Nc2nnc(SC(C)C(=O)NCC3CCCO3)s2)cc1 (stereo not given)	-11%	10%	·	0%	-10%	0%	-22	-16
Cc1cc(C)c(S(=O)(=O)c2ccccc2C)c(OCCO)n1	11%	-17%	4%	-8%	5%	0%	-7	4
COC(=O)CNC(=O)CSc1nnc2cc(C)c3ccccc3n12	-4%	2%	-9%	-2%	7%	-2%	-1	4
Cc1cc(Cl)ccc1OCCCC(N)=O	14%	?	0%	-2%	3%	12%	-11	1
COc1ccc(OC(C)C(=O)N(C)Cc2nc(-c3cccc(C)c3)no2)cc1 (stereo not given)	3%	13%	15%	-10%	6%	-4%	8	20
COc1cccc(/C=N/n2c(=O)[nH]c3ccccc32)c1OC	12%	-17%	5%	-3%	-3%	-3%	-8	-12
CC(SCc1ccccc1)C(=O)N/N=C/c1ccc(OCC(=O)NCc2ccco2)cc1 (stereo not given)	18%	24%	5%	-5%	3%	1%	17	3
Cc1cccc(-n2ncc3c(N4CCCCCC4)ncnc32)c1	-51%[inhibitor]	15%	1%	·	·	·	·	4
Cn1c(=O)c2cn(-c3cccc4ccccc34)cc2n(C)c1=O	7%	-4%	12%	11%	-2%	0%	-10	-9
CC1CCN(C(c2ccccc2)c2sc3nc(-c4ccco4)nn3c2O)CC1 (stereo not given)	-10%	-11%	18%	·	·	·	·	-13
Nc1csnc1C(=O)O	-10%	7%	20%	13%[57.1 µM]	-3%	-1%	2	-1
CCN(CC)CCCNC(=O)C(C)n1c2ccccc2c2nc(=O)cc(C)n21 (stereo not given)	8%	-10%	-12%	2%	6%	-4%	4	7
N#Cc1ccc(C(c2nnnn2Cc2ccccc2)N2CCCC2)cc1 (stereo not given)	11%	1%	5%	9%	-2%	0%	-1	2
CCCCn1cnc2c(SCc3ccccc3F)nc(N)nc21	-15%	18µM*	·	-1%	3%	7%	-5	0
Cc1cccc(NS(=O)(=O)c2ccc(C(=O)NCCCN3CCOCC3)cc2)c1C	3%	17%	·	7%	3%	-5%	11	-10
CCOc1cc(CNC(=O)c2ccc3c(c2)nc2n3CCCCC2)ccc1OC	-4%	2%	11%	·	·	·	·	1

Filtered by structure, those above containing a cyano group.
SMILES	Abeta rescue	TDP43 rescue	FUS yeast rescue	EPAC2 antagonist	EPAC2 agonist	aSyn rescue	DRD3 antagonist	D3 ag
COC(=O)CSc1nc(N)c(C#N)c(-c2ccc(O)cc2)c1C#N	17%	3%	-27%	-7%	0%	-1%	-1	1
N#Cc1ccc(C(c2nnnn2Cc2ccccc2)N2CCCC2)cc1 (stereo not given)	11%	1%	5%	9%	-2%	0%	-1	2

(listing goes on)
SMILES	Abeta rescue	TDP43 rescue	FUS yeast rescue	EPAC2 antagonist	EPAC2 agonist	aSyn rescue	DRD3 antagonist	D3 ag
Cc1cc(C)c(-c2cc(C)nc3ncnn23)c(C)c1	-9%	11%[9.22 µM]	14%	4%	6%	-10%	-9	-14
O=C(O)CCC(=O)NCc1ccc2[nH]c3c(c2c1)CCCC3	-12%	11%	-7%	-4%	-4%	?	13	-4
COc1ccc(N2CCN(C(=O)Cn3nnc(-c4ccc(N(C)C)cc4)n3)CC2)cc1	2%	9%	-1%	6%	4%	-4%	11	-2
CCOC(=O)Nc1cccc(Nc2ccccc2)c1	8%	14µM*	31%	-6%	20%	-15%	-10	-3
COc1ccc(CNC(=O)C2CCC(CNS(=O)(=O)c3ccc4c(c3)CCCC(=O)N4)CC2)cc1 (stereo not given)	0%	19%	10%	·	·	·	·	-1
CCC(C)N(C(=O)COC(=O)CCc1c[nH]c2ccccc12)C1CCS(=O)(=O)C1 (stereo not given)	11%	12%	·	5%	2%	-5%	-13	2
CCOc1ccc2nc(NC(=O)C(CCSC)NS(=O)(=O)c3cccs3)sc2c1 (stereo not given)	-2%	0%	0%	-4%	1%	15%	8	-3
COC(=O)c1ccc(CN2CCCCC2)cc1	8%	8%	-4%	-4%	1%	5%	-56*	-24
O=C(NNC1=NCCCCC1)c1cccc([N+](=O)[O-])c1	-3%	-11%	15%	-4%	7%	0%	5	-4
O=C1C2C3C=CC(C3)C2S(=O)(=O)C2C3C=CC(C3)C12 (stereo not given)	-2%	0%	-29%	26%	7%	-2%	0	-6
COc1ccc(Cl)cc1S(=O)(=O)N1CCC(C(=O)NCc2ccco2)CC1	5%	16%	·	6%	-4%	-1%	-11	2
CC(C)(C)OC(=O)CNC(=O)c1[nH]cnc1C(=O)NCCCCCNC(=O)OC(C)(C)C	-20%	1%	32%	10%	-3%	-2%	74	55*
COC(=O)c1ccc(CN2CCC(Oc3cccc(C(=O)N4CCCC4)c3)CC2)cc1	-11%	-1%	18%	-3%	7%	-7%	?	-8
CCC(CC)NC(=O)CN1CCN(S(=O)(=O)c2cccs2)CC1	5%	0%	7%	6%	-9%	-2%	11	6
CCn1ccnc1CN1CCC(n2nccc2NC(=O)CCc2ccccc2)CC1	4%	21%	12%	-4%	-2%	-3%	-2	2
O=S(=O)(Nc1nc2ccccc2nc1Cl)c1ccccc1	9%	35µM*	-2%	-19%	3%	1%	23	-1
O=[N+]([O-])c1cc(/C=N/N/C(=N/c2ccccn2)c2ccccn2)ccc1O	-31%[inhibitor]	?	9%	3%	8%	?	?	-9
O=C(OCc1ccc(Br)cc1)c1cccc(-c2nnc(-c3ccccc3)o2)c1	21%	-8%	·	3%	-6%	-1%	-5	0
Cc1cc(C)n(-c2nc3c(c(=O)[nH]c(=O)n3C)n2Cc2ccccc2)n1	2%	-12%	19%	17%	9%	-2%	?	-5
C[C@@H]1CN([C@H](C)CO)C(=O)CCCn2cc(nn2)CO[C@H]1CN(C)S(=O)(=O)c1ccc(-c2ccccc2)cc1	5%	26%	40%	-3%	-4%	7%	-3	2
O=C(NCC1CCN(Cc2ccccc2Cl)CC1)Nc1cccc(Cl)c1	0%	-15%	5%	1%	6%	0%	-30	-15
CCOc1ccc(NC(=O)CCC(=O)NNC(=O)c2ccccc2Cl)cc1	7%	10%	13%	-1%	1%	-7%	-7	1
Cc1ccc(C)c(CN2C(=O)CSc3ccc(C(=O)NCc4ccc(F)cc4)cc32)c1	-7%	8%	19%	·	·	·	·	-2
CC(C)c1ccccc1OCC(=O)Nc1ccccc1C(=O)N1CCOCC1	8%	?	·	6%	3%	11%	42	21
Cc1ccc(CN2CC(N3CCC(Cc4ccccc4)CC3)CS2(=O)=O)cc1 (stereo not given)	8%	9%	15%	0%	7%	20%	6	8
CCc1ccc(CNC(=O)c2cc3n(n2)CCCN(Cc2ccccc2)C3=O)cc1	-6%	17%	13%	·	·	·	·	5
CCCCCCCC(=O)N/N=C/c1ccc([N+](=O)[O-])o1	-6%	20µM*	-14%	5%[57.1 µM]	11%	4%	1	-2
CN(C)CCCN(C(=O)CCOc1ccccc1)c1nc2c(F)cccc2s1	-8%	-23%	23%	19%	13%	0%	-99*	-14
O=[N+]([O-])c1cccc(-c2ccc(SCc3ccccn3)nn2)c1	-4%	19%	-4%	12%	2%	-5%	8	2
COc1ccc(-c2nc3ccc(NS(=O)(=O)c4ccc(Cl)cc4)cc3o2)cc1	?	12%	13%	·	·	·	·	1
COC(=O)COc1cc2ccccc2cc1C(=O)Nc1ccccc1	10%	11%	-20%	-6%	3%	-5%	23	0
CCC(C(=O)Nc1nnc2n1CCS2)c1ccccc1 (stereo not given)	-12%	3%	-6%	·	·	-3%	·	-8
Cn1nccc1C(=O)NCc1ccc2c(c1)CCN2C(=O)c1ccc(F)cc1	-10%	2%	?	·	·	·	·	5

High-throughput results deposited in PubChem BioAssay by National Center for Advancing Translational Sciences (NCATS).

Some of the compounds tested. The share of hits here may be higher or lower than overall.
